EPAC2 agonist = qHTS for Agonist of cAMP-regulated guanine nucleotide exchange factor 4 (EPAC2): primary screen; Rap guanine nucleotide exchange factor 4 (Homo sapiens), Q8WZA2; EPAC2 activation, biochemical qHTS; response scale: 100% = 6.5 mM cAMP response; Potency, µM (series often up to 154 µM), without a hit: at the highest dose activation, hits mostly activators; AID 720711, 2013; 0.079% of 360,000 active; also: potency is read from the fitted curve at half-maximal effect; nearly all actives have a fitted effect of over 50% in size
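EPAC2 (100 nM) mixed with Rap1B loaded with BODIPY-GDP (250 nM) plus 50 uM unlabeled GDP; compounds pinned in, 5 min RT, then read every 5 min for 30 min (ex 480, em 540 nm). Normalized to cAMP control.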
WRN helicase inh = qHTS for Inhibitors of WRN Helicase; Potency, µM (top dose mostly 114 µM), without a hit: top-dose activity change, negative = inhibition, usual class: inhibitors; WRN helicase unwinding, fluorescent forked duplex, kinetic; Bifunctional 3'-5' exonuclease/ATP-dependent helicase WRN (Homo sapiens), Q14191; 0.46% of 360,000 active; also: potency is read from the fitted curve at half-maximal effect; % is scaled to controls: 0 for no effect and ±100 for the full control effect; nearly all actives have a fitted effect of over 55% in size
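Kinetic red-fluorescence monitoring (525/598 nm) tracks WRN helicase activity after 100 nM fluorophore-quencher forked duplex and 2 mM ATP are added to 20 nM enzyme pretreated 15 min at room temperature with compound.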
EPAC1 antagonist = qHTS for Antagonist of cAMP-regulated guanine nucleotide exchange factor 3 (EPAC1): primary screen; Rap guanine nucleotide exchange factor 3 (Homo sapiens), O95398; EPAC1 GEF assay, Rap1b-BODIPY-GDP exchange fluorescence; Potency, µM (series often up to 115 µM), inactives show top-dose activity change, negative = inhibition, actives largely listed as inhibitors; 0.14% of 360,000 active; AID 720709, 2013;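 also: potency is read from the fitted curve at half-maximal effect; plate controls were vehicle for no effect and positive control for full effect; nearly all actives have a fitted effect of over 50% in size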
IL-2 act = qHTS of IL-2 Activators; IL-2 activation reporter assay, cell-based qHTS; stimulated with anti-CD3/CD4/CD28 beads; in transgenic mouse T cells; activation, % (series mostly up to about 46 µM); 0.065% of 360,000 active; in the data active = activation above about 50%; inconclusive = mostly about 30% to 49%; also: 0% is about no effect
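Unstimulated transgenic mouse T cells; 60-min compound exposure; bead-based TCR/CD4/CD28 stimulation; 18 h culture, 37 degrees C; dual fluorescence (EGFP, DsRed) plate cytometry.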
PLK1 PBD block = qHTS for Inhibitors of PLK1-PDB (polo-like kinase 1 - polo-box domain): Primary Screen | Serine/threonine-protein kinase PLK1 (Homo sapiens), P53350 | Potency, µM, for the others: max response, negative = inhibition, actives largely listed as inhibitors | AID 720504, 2013 | Plk1 PBD binding of FITC phosphopeptide, fluorescence polarization | 2.8% of 360,000 active; also: potency is read from the fitted curve at half-maximal effect; series mostly up to about 57 µM; % is scaled to controls: 0 for no effect and ±100 for the full control effect; nearly all actives have a fitted effect of over 65% in size
Target sequence (P53350 whole entry, looked up, the tested form may be a part): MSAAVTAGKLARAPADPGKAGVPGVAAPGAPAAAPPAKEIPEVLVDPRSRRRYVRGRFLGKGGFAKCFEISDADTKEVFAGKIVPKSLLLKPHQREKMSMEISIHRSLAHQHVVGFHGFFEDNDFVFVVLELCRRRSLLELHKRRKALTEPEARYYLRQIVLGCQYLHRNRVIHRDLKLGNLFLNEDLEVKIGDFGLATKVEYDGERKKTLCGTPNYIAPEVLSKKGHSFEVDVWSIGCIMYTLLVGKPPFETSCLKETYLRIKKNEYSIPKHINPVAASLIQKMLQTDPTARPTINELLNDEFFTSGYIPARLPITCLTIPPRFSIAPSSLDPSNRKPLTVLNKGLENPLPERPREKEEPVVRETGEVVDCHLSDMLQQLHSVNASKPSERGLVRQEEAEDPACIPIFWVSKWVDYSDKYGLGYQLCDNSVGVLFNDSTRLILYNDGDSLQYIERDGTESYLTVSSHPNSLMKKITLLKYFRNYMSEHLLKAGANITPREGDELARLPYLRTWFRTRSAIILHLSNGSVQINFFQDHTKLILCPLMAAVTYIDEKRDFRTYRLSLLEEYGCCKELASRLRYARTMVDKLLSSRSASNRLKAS
CCT modulator = High-Throughput Screening for Modulators of Cytosolic Chaperonin Activity; purified chaperonin ATPase assay, HTRF ADP detection, 30 min; activity change, % (concentration not given with the values), hits read low; 0.3% of 360,000 active; AID 651819, 2012; in the data active = activity change below about -30%; also: % is scaled to controls: 0 for no effect and ±100 for the full control effect
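ATPase activity: ADP formed was measured by HTRF Transcreener (665/615 nm ratio) after 30 min at 37 deg C with 10 uM ATP. Compounds screened at one 76 uM concentration against 40 or 20 nM TRiC in Tris pH 7.4/KCl/MgCl2/DTT buffer.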
PI5P4K alpha inh = qHTS for Inhibitors of phosphatidylinositol 5-phosphate 4-kinase (PI5P4K) | Phosphatidylinositol 5-phosphate 4-kinase type-2 alpha (Homo sapiens), P48426 | PI5P4Kalpha enzyme, ADP-Glo luminescence, 60 min; active compounds read low | max response, % | 1.2% of 330,000 active | AID 652105, 2013; active = max response of -50% or lower; inconclusive = between -30% and -50%; inactive = -30% or higher; also: value at the top dose of about 77 µM; % is scaled to controls: 0 for no effect and ±100 for the full control effect
Target sequence (P48426 whole entry, looked up): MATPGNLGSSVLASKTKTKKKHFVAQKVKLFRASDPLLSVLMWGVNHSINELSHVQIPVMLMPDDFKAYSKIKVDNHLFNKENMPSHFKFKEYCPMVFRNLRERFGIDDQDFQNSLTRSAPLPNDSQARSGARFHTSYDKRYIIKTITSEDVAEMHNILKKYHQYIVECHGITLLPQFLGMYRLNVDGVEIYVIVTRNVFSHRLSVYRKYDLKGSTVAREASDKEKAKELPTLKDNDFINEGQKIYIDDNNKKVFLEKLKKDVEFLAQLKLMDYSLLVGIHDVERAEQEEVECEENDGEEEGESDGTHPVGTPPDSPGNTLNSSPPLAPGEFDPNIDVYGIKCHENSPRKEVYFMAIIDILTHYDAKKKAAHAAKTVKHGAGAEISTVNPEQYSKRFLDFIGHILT
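Reactions run in 0.038 M HEPES pH 7.4, 0.28 mM EGTA, 0.1% CHAPS and 5% DMSO, with PI5P4Kalpha, substrate, compound and 5 microM ATP final, one hour at room temperature. Readout is ADP-Glo luminescence.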
EPAC1 agonist = qHTS for Agonist of cAMP-regulated guanine nucleotide exchange factor 3 (EPAC1): primary screen; Potency, µM (doses to about 154 µM), without a hit: top-dose activation, most hits filed as activators; Rap guanine nucleotide exchange factor 3 (Homo sapiens), O95398; EPAC1 agonist qHTS, biochemical assay; response scale: 100% = response to 6.5 mM cAMP; 0.073% of 360,000 active; AID 720707, 2013; also: potency is read from the fitted curve at half-maximal effect; nearly all actives have a fitted effect of over 60% in size
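Nucleotide exchange assay: 100 nM EPAC1 with 250 nM Rap1B loaded with BODIPY-GDP and 50 uM GDP, room temperature. Fluorescence (480/540 nm) read every 5 min for 30 min; signal change normalized to 6.5 mM cAMP as full agonist.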
Numbers without * were called inactive; ? = inconclusive; . = no result given; [ ] = dose if it differs, or a comment. Unless noted, calls follow the shape of the dose curve; as a rule, active = well fitted curve in the direction sought with a large enough effect; inconclusive = small, poorly fitted or top-dose-only effect, or another doubt; inactive = no such curve, though single readings can be large; an effect the other way counts as inactive or inconclusive. Some of the compounds tested; the hit share may differ from the screen's.

SMILES | EPAC2 agonist | WRN helicase inh | EPAC1 antagonist | IL-2 act | PLK1 PBD block | CCT modulator | PI5P4K alpha inh | EPAC1 agonist
CCOc1ccc(N2CC(C(=O)Nc3ccccc3N3CCOCC3)CC2=O)cc1 (stereo not given) | 7% | -8% | ? | -2.1 | -2% | -2.1 | 6 | -2%
Cc1c(CNCc2cccs2)c(C(=O)O)c(C)n1Cc1ccccc1 | 8% | 4% | -8% | 0.2 | 0% | -0.6 | -11 | 7%
COc1ccc(C2C3(C#N)C(N)=NC(OC)(OC)C23C#N)cc1 (stereo not given) | -9% | 3% | 6% | 0.5 | -7% | 2.0 | -9 | -5%
O=C(COc1ccc2ccc(=O)oc2c1)Nc1c(Cl)cccc1C(F)(F)F | 3% | 5% | -21% | -1.7 | -10% | -2.5 | -16 | 1%
O=C1N[C@H](Cc2ccccc2)COC(=O)[C@H](Cc2ccc(F)cc2)C/C=C\C[C@H]1CC(=O)N(CCO)Cc1ccccc1 | 6% | -3% | -6% | 0.2 | -6% | 0.0 | 0 | 2%
Cc1cc2c(cc1S(=O)(=O)C(C)CC(=O)NCc1ccco1)OCC(=O)N2 (stereo not given) | -3% | -4% | ? | 0.9 | -5% | 0.0 | -1 | 0%
CCOC(=O)CC(NC(=O)c1cc2cc(Br)ccc2oc1=O)c1cccc([N+](=O)[O-])c1 (stereo not given) | 1% | -11%[57.1 µM] | 26% | 2.1 | 7% | 0.3 | -3 | -4%
CCc1nc2ccc(C(=O)Nc3cccc(OC)c3)cn2c1N(CC)CCN(C)C | 6% | 0%[57.1 µM] | 11% | -0.6 | -8% | -0.7 | 0 | -13%
Cc1c(C(=O)NCc2cccnc2)oc2ccc(S(=O)(=O)N3CCCCC3)cc12 | 11% | -5% | -2% | -1.3 | -1% | -2.2 | . | 9%
CCCC(C)NC(=O)CSc1nc2ccc(C)cc2[nH]1 (stereo not given) | 6% | 2% | -8% | 1.2 | -17% | -1.5 | -1 | 10%
Cc1ccc(S(=O)(=O)N2CCN(C(=O)COC(=O)c3nc(Cl)ccc3Cl)CC2)c(C)c1 | 5% | 3% | -8% | 1.0 | 1% | -1.6 | 0 | 8%
C=CCC(=O)NC1CC(C)(C)Cc2c1cnn2-c1ccc(C)cc1 (stereo not given) | 4% | 5% | -4% | -1.7 | 2% | -0.8 | -6 | -9%
N#C/C(=N\Nc1ccccc1)C(=N)N1CCOCC1 | 15% | 6% | -30% | -2.9 | -12% | -2.2 | 1 | -3%
CCCSc1nc2c(c(=O)[nH]c(=O)n2C)n1CC(O)COc1ccccc1 (stereo not given) | 12% | -31% | 3% | -0.8 | -30% | -3.7 | 2 | -6%
O=C(NCc1ccccc1OC(F)(F)F)C1CCC(=O)N(C2CC2)C1 (stereo not given) | 3% | 4% | 8% | 1.5 | 1% | 1.1 | 0 | -12%
O=c1cc(CSc2nnnn2-c2ccc(O)cc2)nc2sccn12 | 12% | -3% | 1% | -0.5 | -11% | -1.2 | -29 | 8%
COc1cc(/C=C/C(=O)OCC(=O)N2CC3(C)CC2CC(C)(C)C3)ccc1O (stereo not given) | -12% | 7% | -7% | -1.8 | -1% | 1.0 | -6 | -8%
CCOc1cc(C(=O)NC(CC(=O)O)c2ccc(OC3CCCC3)cc2)cc(OCC)c1OCC (stereo not given) | 4% | -7% | -5% | -0.4 | 2% | 1.1 | 3 | 3%
O=C(Nc1ccc(OCC(=O)N2CCC(Cc3ccccc3)CC2)cc1)c1ccco1 | 7% | 3% | -1% | -1.8 | -1% | -2.9 | -4 | 12%
CCN1CCC2(CC1)N=C(c1ccc(F)cc1)C(=S)N2 | -4% | -3% | -17% | -0.4 | -14% | -2.6 | 2 | -1%
OC(CN1CCCCC1)Cn1c2ccccc2c2cc(Br)ccc21 (stereo not given) | 7% | 19% | 2% | -0.4 | -16% | 1.7 | 4 | -5%
O=C(c1ccccc1)c1ccc2nc(N3CCCCC3)c3nncn3c2c1 | 5% | 0% | 1% | -1.2 | -4% | -3.1 | -3 | -8%
COCCNC(=O)C1(C)CCN(Cc2noc(-c3c(C)noc3C)n2)C1 (stereo not given) | 4% | 4% | 7% | -0.2 | 4% | -2.1 | -3 | 2%
CC[n+]1ccccc1/C=C/Nc1ccccc1 | 3% | 1% | -16% | -0.1 | -4% | -0.8 | 0 | -6%
Cc1ccc(NC(=O)CN2C(=O)NC3(CCCc4ccccc43)C2=O)cc1S(=O)(=O)N1CCOCC1 (stereo not given) | 1% | 1%[57.1 µM] | -12% | 0.7 | -5% | 1.7 | 2 | -7%
CS(=O)(=O)N(Cc1ccc(F)cc1)Cc1nc2ccccc2c(=O)[nH]1 | 9% | 10% | 6% | -1.3 | -16% | -1.5 | -6 | 3%
COc1ccccc1C(=O)NCCn1cc(SCC(=O)NCc2ccco2)c2ccccc21 | 14% | -15% | -13% | -2.8 | -14% | -2.8 | . | 0%
COc1ccc(Cl)cc1S(=O)(=O)NC(C)C(=O)NCCN1CCOCC1 (stereo not given) | 6% | 3% | -7% | -2.8 | ? | 1.6 | 3 | 5%
Cc1ccc(N2CC(C(=O)Nc3ccccc3C(=O)NC3CCCCC3)CC2=O)cc1 (stereo not given) | -3% | 1% | -2% | 4.6 | -2% | -0.2 | . | 1%
CCCCN(C(=O)C1CC1)C1CCS(=O)(=O)C1 (stereo not given) | 8% | -8% | 10% | -1.4 | -1% | 0.8 | 1 | 13%
COC(=O)C1=C(C)Nc2nc3ccccc3n2C1c1cc(OC)c(OC)c(OC)c1 (stereo not given) | -3% | 1% | -1% | -5.2 | 4% | -2.2 | 2 | -4%
Cc1ccccc1S(=O)(=O)Cc1ccc(C(=O)NC2CCCC2)o1 | 0% | 0% | -26% | -1.4 | -15% | 0.8 | 1 | 12%
CC(C)C(=O)c1cn(CC(=O)NCc2ccco2)c2ccccc12 | 3% | 3% | 5% | 0.7 | -28% | 2.2 | -1 | -8%
COc1ccc(CC(=O)NNS(=O)(=O)c2ccc(F)cc2)cc1OC | -2% | 7% | 5% | 0.3 | 2% | -0.9 | 2 | -5%
CC12CCC(O)CC1=CCC1C2CCC2(C)C(c3ccn[nH]3)CCC12 (stereo not given) | 1% | 10% | 8% | -0.6 | 2% | -0.3 | 5 | 0%
O=C1CCC[C@@H]2Cc3nc4ccc(O)cc4cc3[C@@H]3CCN1[C@H]23 | 10% | -8%[11.6 µM] | -3% | -0.5 | -6% | 2.2 | -26 | -6%
O=C(c1ccccc1)c1ccc(C(=O)N2CCN(c3ccc(O)cc3)CC2)cc1 | 9% | 7% | 5% | -0.2 | -11% | -3.2 | -1 | 8%
COc1ccc(OC)c2c1sc(=NC(=O)C(C)(C)C)n2C | 6% | 10% | 16% | -1.2 | -1% | -2.4 | -11 | -3%
CCOC(=O)N1CCN(Cc2cc(Cl)c3cccnc3c2O)CC1 | 4% | 5% | 2% | -0.6 | -1% | 0.4 | 0 | 11%
O=Cc1ccc(Oc2cnccn2)cc1 | 4% | -3% | 3% | -4.4 | -2% | -1.0 | 2 | 5%
CCCn1c(=O)[nH]c(=O)c2c1nc(-c1ccc(C#N)cc1)n2CCOC | 9% | -1% | 7% | 1.3 | -9% | -7.5 | 0 | 7%
CCc1ccc(C2CC(c3ccc(Cl)cc3)=NNC2=O)cc1 (stereo not given) | -1% | -18% | -28% | -4.7 | -1% | -1.6 | 9 | 1%
CC1CCc2c(sc3nc(CN4CCOCC4)nc(N4CCc5ccccc5C4)c23)C1 (stereo not given) | -11% | -11% | 9% | 0.0 | 4% | -9.6 | 3 | -9%
C=CCOc1nc(N(C)C)nc(N(C)C)n1 | 2% | 1% | 19% | -0.6 | ? | -3.7 | -1 | 5%
O=C(c1ccc(Cl)cc1)N1CCC(N2CCC(C(=O)N3CCOCC3)CC2)CC1 | 8% | -33% | 4% | -1.8 | -3% | -4.1 | 2 | 7%
Cc1cccc(N(CC(=O)NC(C)(C)C)C(=O)CS(=O)CC(=O)Nc2ccc(F)cc2)c1 (stereo not given) | -8% | -1% | -6% | -0.7 | -5% | -22 | -4 | -8%
Cc1ccc2occ(/C=N/NC(=O)c3ccccc3O)c(=O)c2c1 | -1% | -4% | 5% | -4.1 | -10% | -2.3 | -26 | 5%
CCc1nc(N2CCN(C(=O)c3ccco3)CC2)c2oc3ccccc3c2n1 | 1% | -12% | -5% | 0.1 | -10% | -1.2 | . | 10%
O=S(=O)(c1cc(F)ccc1F)N1CCN(C2CCCCC2)CC1 | -3% | 1% | -9% | 1.5 | -6% | 0.5 | -2 | -17%
Cc1cccc(NC(=O)c2nc[nH]c2C(=O)N[C@@H](CC(C)C)C(=O)OC(C)(C)C)c1 | -15% | -12% | ? | -0.4 | -2% | 1.2 | 37 | -38%[inhibitor]
CC(C)C[C@H]1CN=C(Nc2ccccc2)N1CC1CCCC1 | 0% | -6% | 7% | -3.2 | -1% | -0.1 | 4 | 1%

Structural class, the compounds so far containing a tert-butyl group
SMILES | EPAC2 agonist | WRN helicase inh | EPAC1 antagonist | IL-2 act | PLK1 PBD block | CCT modulator | PI5P4K alpha inh | EPAC1 agonist
COc1ccc(OC)c2c1sc(=NC(=O)C(C)(C)C)n2C | 6% | 10% | 16% | -1.2 | -1% | -2.4 | -11 | -3%
Cc1cccc(N(CC(=O)NC(C)(C)C)C(=O)CS(=O)CC(=O)Nc2ccc(F)cc2)c1 (stereo not given) | -8% | -1% | -6% | -0.7 | -5% | -22 | -4 | -8%
Cc1cccc(NC(=O)c2nc[nH]c2C(=O)N[C@@H](CC(C)C)C(=O)OC(C)(C)C)c1 | -15% | -12% | ? | -0.4 | -2% | 1.2 | 37 | -38%[inhibitor]

Assay outcomes from PubChem.
